BoNT A protease: BoNT A light chain protease inhibition; inhibition, % at 10 µM; hit rate 0.17% among 360,000; AID 588499; multiplex microsphere protease substrate cleavage, flow cytometry; further: plate controls were buffer without enzyme for full effect and enzyme alone for no effect
BoNT F protease: BoNT F light chain protease inhibition; hit rate 0.22% among 360,000; Multiplex microsphere protease cleavage assay, flow cytometry; AID 588497; inhibition, % at 10 µM; in the data active means inhibition above about 35%, passing the limit was not always enough; inconclusive means no clear call, values can overlap the other calls; further: plate controls were buffer without enzyme for full effect and enzyme alone for no effect
Anthrax LF inh2: anthrax lethal factor protease inhibition; AID 588501; P15917; multiplex microsphere protease cleavage assay, LF; inhibition, % at 10 µM; hit rate 0.12% among 360,000; further: plate controls were buffer without enzyme for full effect and enzyme alone for no effect
PfHsp40 rescue: compounds rescuing yeast from Plasmodium falciparum HSP40 toxicity | AID 504582 | S. cerevisiae expressing PfHsp40, growth rescue, ATP luminescence | growth rescue, % at 12.5 µM | hit rate 0.68% among 340,000; in the data active means growth rescue above about 28%, passing the limit was not always enough; inconclusive means no clear call, values can overlap the other calls;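 further: yeast W303a lacking pdr1 and pdr3 grown in galactose medium; growth measured after three days at 30 °C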
Mtb UGM inh: Mtb UDP-galactopyranose mutase inhibition; P9WIQ1; purified UGM, fluorescence polarization probe displacement; inhibition, % at 10 µM; hit rate 0.06% among 320,000; AID 504406; in the data active means inhibition above about 10%, passing the limit was not always enough; inconclusive means no clear call, values can overlap the other calls
Target sequence (P9WIQ1 whole entry, looked up): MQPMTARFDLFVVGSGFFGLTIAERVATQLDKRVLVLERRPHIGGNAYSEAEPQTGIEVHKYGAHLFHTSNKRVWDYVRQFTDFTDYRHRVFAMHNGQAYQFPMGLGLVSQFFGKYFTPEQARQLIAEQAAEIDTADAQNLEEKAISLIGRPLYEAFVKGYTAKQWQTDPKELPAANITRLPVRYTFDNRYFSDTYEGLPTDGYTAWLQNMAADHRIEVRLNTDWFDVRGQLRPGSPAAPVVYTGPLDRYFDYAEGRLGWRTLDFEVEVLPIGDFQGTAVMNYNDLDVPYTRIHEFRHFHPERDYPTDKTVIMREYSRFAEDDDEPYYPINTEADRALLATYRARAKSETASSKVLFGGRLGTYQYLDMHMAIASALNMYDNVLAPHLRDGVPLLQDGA
GDH-TPI counter: GDH-TPI coupled enzyme inhibition counter-screen | GDH-TPI coupled enzyme counterscreen, NADH absorbance | inhibition, % at 4.8 µM | hit rate 1.2% among 360,000 | AID 588335; in the data active means inhibition above about 30%;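 further: 0% = DMSO wells and 100% = wells lacking the enzyme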
Mtb FBA inh: Mtb fructose-bisphosphate aldolase inhibition; P9WQA3; purified M. tuberculosis FBA, fluorescence read-out; inhibition, % at 1 µM; hit rate 2.3% among 360,000; AID 588726; in the data active means inhibition above about 27%;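 further: 0% = vehicle and 100% = reference inhibitor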
Target sequence (P9WQA3 whole entry, looked up): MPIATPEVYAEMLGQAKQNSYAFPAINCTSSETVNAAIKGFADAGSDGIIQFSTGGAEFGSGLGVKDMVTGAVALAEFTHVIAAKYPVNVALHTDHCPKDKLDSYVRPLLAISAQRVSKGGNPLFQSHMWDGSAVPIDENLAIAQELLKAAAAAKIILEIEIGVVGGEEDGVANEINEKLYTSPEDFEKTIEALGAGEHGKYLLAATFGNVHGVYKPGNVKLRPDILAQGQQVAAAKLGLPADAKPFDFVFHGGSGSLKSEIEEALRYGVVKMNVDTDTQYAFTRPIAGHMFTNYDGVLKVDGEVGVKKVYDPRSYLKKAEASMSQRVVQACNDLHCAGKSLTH
BioA inh: blocks M. tuberculosis BioA enzyme activity; purified M. tuberculosis BioA enzyme, plate reader; inhibition, % at 9.99 µM; hit rate 0.096% among 360,000; AID 602481; in the data active means inhibition above about 40%; inconclusive means no clear call, values can overlap the other calls
FadD28 FP inh: inhibitors of Mycobacterium tuberculosis FadD28 bisubstrate binding | AID 588549 | hit rate 0.22% among 360,000 | inhibition, % at 12.5 µM | FadD28 bisubstrate probe binding, fluorescence polarization; in the data active means inhibition above about 8.5%, passing the limit was not always enough; inconclusive means no clear call, values can overlap the other calls
Starred values were filed as active, the others as inactive; ? = inconclusive; . = not tested or not shown. Unless noted, no stated cut-off is given here; in the data, active means inhibition above about 30%; inconclusive means no clear call, values can overlap the other calls; inactive means below that.

nr | Structure | BoNT A protease | Mtb FBA inh | PfHsp40 rescue | GDH-TPI counter | Mtb UGM inh | BoNT F protease | Anthrax LF inh2 | FadD28 FP inh | BioA inh
1 | CCO[C@@H]1OC(C(N)=O)=C[C@H](c2ccc(C(F)(F)F)cc2)[C@H]1CCCO | -0.3 | -1.6 | -0.4 | 1.8 | -1.3 | -4.4 | -1.8 | -2.3 | -0.8
2 | Cc1ccc(NC(=O)CN2C(=O)S/C(=C\c3ccccn3)C2=O)cc1 | -0.7 | -1.6 | -0.9 | -6.4 | -1.2 | 1.1 | -3.9 | -4.2 | .
3 | O=Cc1c(N2CCSCC2)nc2ccccn2c1=O | -0.9 | 2.0 | -0.9 | -5.4 | 3.9 | ? | 14.9 | -3.6 | 1.2
4 | Cn1c(=O)[nH]c(=O)c2c1nc(N1CCOCC1)n2CCCSc1ncccn1 | -1.3 | -1.0 | -0.3 | -5.8 | 2.4 | 4.8 | -0.7 | -1.5 | -0.2
5 | COc1ccc(-c2csc3nc(C)nc(N4CCC(C)CC4)c23)cc1OC | -0.7 | 0.3 | 4.8 | 2.5 | -0.3 | -10.0 | -2.6 | -7.9 | .
6 | COc1cccc(COC(=O)CCNC(=O)c2ccc(Cl)cc2)c1OC | -22.7 | -2.1 | -0.3 | -1.0 | 4.2 | -31.9 | -2.6 | -2.5 | 0.2
7 | COc1ccc(C(NC(=O)C2CCN(CCOc3ccc(F)cc3)CC2)c2cccs2)cc1 (stereo unspecified) | -1.8 | 2.8 | . | 3.5 | . | -11.2 | 4.2 | 0.6 | -1.1
8 | CCn1c(=O)c(CCC(=O)NCC2CCCO2)c(C)c2c(C)nn(-c3ccccc3)c21 (stereo unspecified) | -0.4 | 13.8 | 2.4 | 9.6 | 3.5 | 4.9 | 0.4 | -1.4 | 0.5
9 | CC(C)(C)NC(=O)NC(=O)COC(=O)c1cc(=O)[nH]c2ccccc12 | -0.4 | 7.2 | -0.2 | -1.9 | -0.9 | ? | 2.0 | -3.7 | 0.4
10 | CCCNC(=O)C1(C)CCCN(Cc2ccccc2N(C)C)C1 (stereo unspecified) | 0.0 | 2.1 | . | 15.9 | . | -3.5 | 5.4 | 0.1 | -0.7
11 | COc1cc(C)nc(NS(=O)(=O)c2ccc(C)cc2)n1 | 0.9 | 7.2 | 0.3 | 11.2 | 0.2 | 2.3 | -1.3 | 2.0 | -2.6
12 | COc1cc(C)c(NC(=O)C(=S)N2CCCC2)cc1C | 0.1 | -0.3 | 0.1 | -2.5 | -0.4 | -3.4 | -6.4 | -2.8 | .
13 | O=C(O)CN1C(=O)CNC1=O | 0.3 | 4.8 | 0.0 | 6.2 | -4.2 | 3.4 | 2.9 | -0.1 | -1.3
14 | Cc1nc2cc(O)ccc2n1C | -0.5 | 0.5 | 0.9 | 8.8 | 1.8 | 5.4 | 3.9 | -1.5 | 6.1
15 | Cc1onc(-c2ccccc2Cl)c1C(=O)Nc1ccccc1 | 0.5 | 2.4 | 0.4 | 13.0 | -1.4 | -17.2 | -1.1 | -1.2 | -0.6
16 | CN(C(=O)c1ccc(NC(=O)Cc2ccc(NC(=O)C3CCN(C(=O)c4ccccc4)CC3)cc2)cc1)C1CC1 | 1.1 | 2.8 | 3.0 | 12.7 | 2.3 | 7.4 | -3.4 | -0.2 | -2.1
17 | O=C(NCc1ccccc1OC(F)(F)F)C1CCC(=O)N(CCCN2CCOCC2)C1 (stereo unspecified) | 0.8 | -1.1 | . | 2.2 | . | -0.2 | 2.0 | -2.8 | .
18 | Cc1nn(C)cc1CNC(=O)Nc1ccc(Br)cc1Cl | -0.5 | 1.1 | 0.1 | 3.7 | -0.7 | -1.7 | -4.3 | -4.3 | .
19 | CC1CC(C)(C)OC(c2ccc(C(C)C)cc2)O1 (stereo unspecified) | 0.0 | -1.8 | -1.8 | -6.1 | . | -4.9 | 1.3 | -1.5 | .
20 | COC(=O)C1CSC(C(=O)OC)N1C(=O)CN1CC(C)OC(C)C1 (stereo unspecified) | -0.6 | -4.6 | 0.3 | -4.3 | -1.7 | -9.1 | 1.2 | -3.1 | 0.0

Part of the list above in order of heavy-atom count, low to high:
nr | Structure | BoNT A protease | Mtb FBA inh | PfHsp40 rescue | GDH-TPI counter | Mtb UGM inh | BoNT F protease | Anthrax LF inh2 | FadD28 FP inh | BioA inh
13 | O=C(O)CN1C(=O)CNC1=O | 0.3 | 4.8 | 0.0 | 6.2 | -4.2 | 3.4 | 2.9 | -0.1 | -1.3
14 | Cc1nc2cc(O)ccc2n1C | -0.5 | 0.5 | 0.9 | 8.8 | 1.8 | 5.4 | 3.9 | -1.5 | 6.1
19 | CC1CC(C)(C)OC(c2ccc(C(C)C)cc2)O1 (stereo unspecified) | 0.0 | -1.8 | -1.8 | -6.1 | . | -4.9 | 1.3 | -1.5 | .
12 | COc1cc(C)c(NC(=O)C(=S)N2CCCC2)cc1C | 0.1 | -0.3 | 0.1 | -2.5 | -0.4 | -3.4 | -6.4 | -2.8 | .
15 | Cc1onc(-c2ccccc2Cl)c1C(=O)Nc1ccccc1 | 0.5 | 2.4 | 0.4 | 13.0 | -1.4 | -17.2 | -1.1 | -1.2 | -0.6
10 | CCCNC(=O)C1(C)CCCN(Cc2ccccc2N(C)C)C1 (stereo unspecified) | 0.0 | 2.1 | . | 15.9 | . | -3.5 | 5.4 | 0.1 | -0.7
20 | COC(=O)C1CSC(C(=O)OC)N1C(=O)CN1CC(C)OC(C)C1 (stereo unspecified) | -0.6 | -4.6 | 0.3 | -4.3 | -1.7 | -9.1 | 1.2 | -3.1 | 0.0
9 | CC(C)(C)NC(=O)NC(=O)COC(=O)c1cc(=O)[nH]c2ccccc12 | -0.4 | 7.2 | -0.2 | -1.9 | -0.9 | ? | 2.0 | -3.7 | 0.4
8 | CCn1c(=O)c(CCC(=O)NCC2CCCO2)c(C)c2c(C)nn(-c3ccccc3)c21 (stereo unspecified) | -0.4 | 13.8 | 2.4 | 9.6 | 3.5 | 4.9 | 0.4 | -1.4 | 0.5
16 | CN(C(=O)c1ccc(NC(=O)Cc2ccc(NC(=O)C3CCN(C(=O)c4ccccc4)CC3)cc2)cc1)C1CC1 | 1.1 | 2.8 | 3.0 | 12.7 | 2.3 | 7.4 | -3.4 | -0.2 | -2.1

Following part:
nr | Structure | BoNT A protease | Mtb FBA inh | PfHsp40 rescue | GDH-TPI counter | Mtb UGM inh | BoNT F protease | Anthrax LF inh2 | FadD28 FP inh | BioA inh
21 | Cn1c(=O)c2cc3ccc(Cl)cc3nc2n(C)c1=O | 0.9 | 4.3 | . | 1.5 | -1.9 | 0.4 | -6.5 | 1.1 | -0.4
22 | COc1ccc(CN2CCN(C(=O)c3ccccc3F)CC2)c(OC)c1OC | 0.0 | 9.0 | -2.3 | 2.6 | -1.5 | -2.3 | -4.8 | 0.8 | .
23 | CCN(CC)CCN1C(=O)c2oc3ccc(F)cc3c(=O)c2C1c1ccncc1 (stereo unspecified) | -0.9 | 11.7 | 0.2 | -3.3 | -0.4 | -9.5 | -12.6 | -0.2 | 0.4
24 | CC1(c2ccccc2)NC(=O)N(CC(=O)Nc2ccc(S(N)(=O)=O)cc2)C1=O (stereo unspecified) | -4.3 | -1.5 | -0.9 | -2.3 | 0.4 | -11.1 | 0.6 | -3.2 | 10.0
25 | O=C(Nc1ccc(Cc2ccncc2)cc1)c1cccc([N+](=O)[O-])c1 | 0.6 | -0.5 | -0.1 | 0.6 | -1.2 | -3.4 | 1.9 | 0.0 | 12.9
26 | Cc1noc(C)c1CSCC(=O)OCc1nnc(-c2ccc([N+](=O)[O-])cc2)o1 | . | -2.0 | -1.3 | 2.5 | 0.8 | . | . | -1.4 | 0.6
27 | COc1ccc(N2C(=NC(=O)c3ccc(Br)cc3)SC3CS(=O)(=O)CC32)cc1 (stereo unspecified) | 0.1 | -2.9 | 0.5 | -6.7 | -1.1 | -3.1 | -1.1 | -3.7 | 0.0
28 | COc1ccc(S(=O)(=O)N2N=C(c3cccc(NS(C)(=O)=O)c3)CC2c2ccco2)cc1 (stereo unspecified) | -0.4 | 1.2 | 0.1 | -1.9 | -0.1 | 2.1 | 2.0 | -1.0 | -2.1
29 | C=CCc1ccc2oc(C(=O)OCC)cc(=O)c2c1O | -0.6 | 2.4 | -0.1 | -4.0 | 0.4 | -2.2 | -10.6 | -2.2 | .
30 | Cc1ccc(NC(=O)Cc2noc3ccccc23)nc1 | -2.5 | -2.9 | 0.5 | -1.1 | 0.9 | -7.3 | -3.0 | -0.9 | .

Screening results from PubChem.
